PRMT1 inh: inhibitors of human PRMT1; Q99873; recombinant PRMT1, activity-based probe fluorescence polarization; inhibition, % at 2.79 µM; 1.3% of 370,000 active; AID 652257;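 active means inhibition above about 21% made by adding two undisclosed values, limit read from the data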
HTRA1 inhibitor: blocks human HTRA1 serine peptidase; 0.5% of 340,000 active; inhibition, % at 5.96 µM; recombinant HTRA1, FP-rhodamine activity-based probe, fluorescence polarization; AID 504803; Q92743; in the data active means inhibition above about 36%;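 further: 0% = enzyme with DMSO and 100% = wells lacking enzyme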
MBD2 DNA inh: MBD2-methylated oligo binding inhibition | Q9UBB5 | TR-FRET, MBD2 binding to methylated oligonucleotide | inhibition, % at 4.4 µM | 0.31% of 370,000 active; in the data active means inhibition above about 13%
Target sequence (Q9UBB5 whole entry, looked up): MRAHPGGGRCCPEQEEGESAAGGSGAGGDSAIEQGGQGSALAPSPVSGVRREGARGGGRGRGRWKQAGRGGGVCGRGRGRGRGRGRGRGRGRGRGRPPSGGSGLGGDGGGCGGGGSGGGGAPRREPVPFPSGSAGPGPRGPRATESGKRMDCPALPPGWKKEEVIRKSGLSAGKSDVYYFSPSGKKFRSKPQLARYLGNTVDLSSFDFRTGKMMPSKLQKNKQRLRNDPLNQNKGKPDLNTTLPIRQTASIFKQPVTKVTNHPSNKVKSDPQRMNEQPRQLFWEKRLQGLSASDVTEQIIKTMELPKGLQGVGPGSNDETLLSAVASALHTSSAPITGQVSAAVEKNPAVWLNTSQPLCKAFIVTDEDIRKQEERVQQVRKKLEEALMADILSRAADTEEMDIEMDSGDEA
UHRF1 MBD2 ctr: blocks human UHRF1 binding to methylated DNA | 0.75% of 370,000 active | inhibition, % at 4.4 µM | AID 687016 | Q96T88 | UHRF1 binding to methylated oligo, TR-FRET; in the data active means inhibition above about 21%;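 further: UHRF1 SRA domain binding a hemimethylated CpG hairpin DNA probe; 0% = median of test compound wells and 100% = reference inhibitor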
ABHD4 inh: inhibitors of mouse ABHD4. Q8VD66. purified mABHD4, FP-Rh probe fluorescence polarization. inhibition, % at 8.92 µM. 0.54% of 370,000 active. AID 720543;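 active means inhibition exceeding the mean over every tested compound plus 3 SD, cut at about 30% in these data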;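 further: 0% = plate median of compound wells and 100% = S159A mutant with DMSO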
Target sequence (Q8VD66 whole entry, looked up): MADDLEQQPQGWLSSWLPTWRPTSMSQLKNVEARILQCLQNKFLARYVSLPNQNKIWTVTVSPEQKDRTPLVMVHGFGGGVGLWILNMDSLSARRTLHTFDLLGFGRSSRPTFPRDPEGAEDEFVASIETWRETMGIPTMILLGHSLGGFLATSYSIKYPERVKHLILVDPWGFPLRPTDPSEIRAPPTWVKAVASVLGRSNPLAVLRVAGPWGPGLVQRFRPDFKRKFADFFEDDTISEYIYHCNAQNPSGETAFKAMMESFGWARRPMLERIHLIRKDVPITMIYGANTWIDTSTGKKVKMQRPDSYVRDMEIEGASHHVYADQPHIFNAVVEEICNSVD
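Test system: mABHD4 protein | Buffer or medium: HEPES pH 7.0 buffer, 150 mM NaCl, 0.01% Pluronic F-127 | Probe or stimulus: FP-Rh fluorescent activity-based probe, added after compound pre-incubation | Timing: Pre-incubation 45 min, probe exposure 60 min, at 25 °C | Technique: Fluorescence polarization, excitation 525 nm, emission 598 nm, BODIPY TMR filters | Repeats: Single well per compound (singlicate)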
NR1D1 modulator: modulators of human Rev-erb alpha DNA binding. 0.79% of 370,000 active. AID 1259318. P20393. Rev-erbα–FITC-DNA binding, fluorescence polarization, 90 min. activity, % at 10 µM;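 active means activity above about 14%, limit read from the data; passing the limit was not always enough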;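 further: 0% = DMSO wells with 35 nM protein and 100% = DMSO wells with 750 nM protein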
TCR CD3 inh: human TCR-CD3 binding inhibition | TAMRA-labeled TCR probe fluorescence, biochemical | AID 651800 | inhibition, % at 9.4 µM | 0.37% of 360,000 active; in the data active means inhibition above about 19%;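 further: recombinant mutant TCR 2C K166C tagged with TAMRA read by polarization; 0% = receptor in buffer alone and 100% = receptor with positive control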
LEDGF integ inh: blocks HIV-1 LEDGF/p75-dependent DNA integration; TR-FRET IN-LEDGF/p75 DNA integration, Eu/Cy5; inhibition, % at 3.7 µM; 0.64% of 370,000 active; AID 743269;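 active means inhibition above the screen-wide mean plus 3 SD, cut at about 13% in these data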;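 further: signal is the Cy5 over europium emission ratio at 671 and 618 nm; 0% = plate median of compound wells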
rCAG RNA binder: binds r(CAG) RNA repeats | r(CAG) RNA repeat, TO-PRO-1 dye displacement fluorescence | inhibition, % at 3 µM | 1.3% of 370,000 active;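 active means inhibition above the plate cutoff, the mean of all test compounds on that plate plus 3 SD, cut at about 35% in these data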;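 further: 0% = DMSO alone and 100% = 100 µM mitoxantrone as full dye displacement; higher means more dye released from RNA so lower well fluorescence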
PG9 binder: small molecules binding HIV-1 gp120 antibody PG9. 0.43% of 360,000 active. TR-FRET gp120-PG9 antibody binding. AID 624416. inhibition, % at 6.7 µM; in the data active means inhibition above about 8.5%
Numbers without * were called inactive; . = no result given. Some of the compounds tested; count on the stated rates, not on these rows.

SMILES | PRMT1 inh | HTRA1 inhibitor | MBD2 DNA inh | UHRF1 MBD2 ctr | ABHD4 inh | NR1D1 modulator | TCR CD3 inh | LEDGF integ inh | rCAG RNA binder | PG9 binder
COc1ccc(CCNC(=O)c2cc3c(=O)n4cccc(C)c4nc3n(CC3CCCO3)c2=N)cc1 (stereo unspecified) | 0 | -7 | 1 | -1 | -1 | -5 | -2 | -5 | 5 | -2.0
Cc1cc(C(=O)NNC(=O)c2ccc(S(=O)(=O)N(C)C)cc2)c(C)o1 | 0 | 2 | 2 | 1 | 5 | -1 | 7 | 0 | -1 | -0.6
CC(Oc1ccc(Br)cc1)C(=O)NNC(=O)CCN1CCN(c2ccccc2)CC1 (stereo unspecified) | -5 | 0 | 2 | -2 | -1 | -2 | -1 | 3 | -4 | -2.6
COc1cccc(N2CCN(c3ccc4nnc(CCC(=O)Nc5ccc(OC)c(OC)c5)n4n3)CC2)c1 | 1 | 4 | -1 | -1 | 3 | -1 | 4 | 1 | -2 | -2.2
Cc1cc(S(=O)(=O)NCc2ccccc2)ccc1OCC(=O)NCc1ccncc1 | -4 | 5 | -2 | -1 | -3 | 0 | -4 | 1 | -2 | -1.4
O=C(NCCCn1ncc2ccccc21)c1cc(COc2c(F)cccc2F)on1 | 0 | -10 | -6 | -2 | -2 | 5 | 6 | -7 | -5 | 0.2
O=C(COc1ccc2c(c1)OCO2)Nc1ccc2c(c1)oc1ccccc12 | -1 | -9 | -5 | 4 | 3 | -1 | 3 | 1 | 6 | -1.4
c1ccc(-c2ccc3ncccc3n2)cc1 | 3 | . | -4 | 0 | 6 | 3 | 1 | -1 | 2 | 1.7
CCc1cc2c(=O)n(CC(=O)NCCc3ccc(OC)c(OC)c3)cnc2s1 | 1 | 0 | -3 | -1 | -3 | -1 | 9 | -1 | 0 | -3.2
O=S(=O)(NCCN1CCN(S(=O)(=O)c2ccccc2F)CC1)c1ccccc1F | -2 | -2 | -4 | -1 | 6 | -3 | -7 | -1 | 1 | -0.8
Cc1cccc(NC(=O)NC(=S)NC(=O)c2ccccc2)c1 | 2 | -25 | 1 | 3 | -19 | -1 | -9 | 0 | 22 | 0.9
Cc1ccsc1C(=O)N1CCC1(C)C(=O)Nc1cccc(C#N)c1 (stereo unspecified) | -2 | . | 4 | 2 | -2 | -4 | 6 | -1 | 1 | -2.7
COc1ccc(C(=O)Nc2cc(Cl)ccc2C(=O)O)cc1 | 3 | -25 | 2 | 0 | -12 | -3 | 7 | 4 | 28 | -2.3
COC(=O)c1ccc(NC(=O)C2CCN(C(=O)c3cc(OC)c(OC)c(OC)c3)CC2)cc1 | -3 | -1 | 6 | 16 | 0 | -1 | 5 | 0 | -4 | 2.4
CCCCC(=O)Nc1ccc(C(=O)Nc2cccnc2)cc1 | 2 | -6 | -1 | 1 | 5 | -2 | 9 | 1 | 2 | 0.5
Cc1occc1C(=O)NNC(=O)Nc1ccc(F)cc1F | -2 | -1 | 0 | 0 | 0 | 2 | 2 | -2 | -1 | -1.4
Cc1nc2sc(C(c3ccc(F)cc3)N3CCN(C(=O)c4ccco4)CC3)c(O)n2n1 (stereo unspecified) | -1 | -1 | -1 | 0 | -1 | 6 | -5 | 1 | 0 | -1.4
COc1ccccc1NC(=O)CN1C(=O)C(C)Oc2ccccc21 (stereo unspecified) | 0 | 1 | 1 | 1 | -2 | 2 | 0 | 0 | -4 | -0.1
CCOc1cccc(C(=O)NC(=S)NCc2cccnc2)c1 | 2 | 5 | 4 | 3 | -4 | -4 | 1 | -2 | -2 | 1.9
CC1C(=O)N2CCCc3cc(S(=O)(=O)N(C)Cc4ccccc4)cc1c32 (stereo unspecified) | 2 | -4 | -1 | -1 | 2 | -3 | -13 | -1 | 1 | -0.6
CCOC(=O)c1nnc2cc(-c3ccc(Br)cc3)nn2c1C | 0 | -3 | -4 | -3 | 2 | -2 | 1 | 0 | 4 | 0.6
CCN1CCN(S(=O)(=O)c2ccc(Cl)c(C(=O)N(C)C3CCCCC3)c2)CC1 | -2 | 6 | -4 | 0 | 3 | -7 | 10 | 6 | 2 | 1.3
CC(C)C(=O)Nc1ccc(C(=O)NNC(=O)CCCOc2ccc(Cl)cc2Cl)cc1 | -3 | -8 | -1 | 1 | -5 | 0 | 6 | -2 | 2 | 0.1
CCCCOc1cc(NCc2ccccc2)c2ncn(C(C)C)c2c1 | 0 | 17 | -4 | -7 | 37* | -2 | 8 | 6 | -8 | -2.0
Cc1ccc(OCC(=O)Nc2sc3c(c2C#N)CC(C)(C)NC3(C)C)cc1 | -3 | 4 | -2 | 0 | 2 | -7 | -2 | 4 | -4 | 0.8

(next part)
SMILES | PRMT1 inh | HTRA1 inhibitor | MBD2 DNA inh | UHRF1 MBD2 ctr | ABHD4 inh | NR1D1 modulator | TCR CD3 inh | LEDGF integ inh | rCAG RNA binder | PG9 binder
Cc1ccc(N(CC(=O)NCC2CCCO2)C(=O)Cn2nnc(-c3cccs3)n2)cc1 (stereo unspecified) | 3 | 4 | -1 | 3 | 6 | -3 | -7 | -8 | -3 | 0.2
COc1cc(/C=N/NC(=O)C(=O)NCc2ccco2)cc(Br)c1O | 10 | 2 | -2 | -2 | 6 | 0 | -3 | -4 | 2 | -11
CC(O)Cc1nsc(NC(=O)c2cccs2)n1 (stereo unspecified) | 3 | 7 | -2 | 1 | 2 | 1 | 2 | -6 | 1 | -1.2
CC(C)c1ccc(Nc2nnns2)cc1 | 8 | -6 | 5 | 1 | 10 | -1 | -8 | -3 | -1 | 1.1
CCN(CC(=O)Nc1ccc(OC)cc1)CC(=O)Nc1cccc(S(=O)(=O)N2CCOCC2)c1 | -1 | 1 | 4 | -3 | -6 | -4 | 3 | -2 | 4 | -1.8
Cc1ccc(CNC(=O)CCc2ccccc2)cc1 | 2 | 2 | 6 | 7 | -2 | 3 | -8 | -6 | 1 | -2.8
COc1ccc(CNc2cccnc2)c(OC)c1OC | -3 | -2 | 2 | -1 | 0 | 5 | 4 | 4 | -4 | -1.7
CCSc1nc2nn(-c3ccccc3)c(=O)c-2c2n1CCCCC2 | 0 | -2 | 4 | 2 | 0 | 1 | 4 | 1 | 1 | -0.4
Cc1cc(C)n(CCC(=O)N2CCc3ccccc32)n1 | -3 | -3 | -3 | -1 | -3 | -5 | 10 | 0 | -1 | -1.1
O=C(Nc1cccnc1)c1cccc(S(=O)(=O)N2CCCCC2)c1 | -2 | -6 | -3 | -1 | 0 | -4 | 0 | -2 | -2 | 0.0
c1ccc2c(C[C@@H]3CNCCN3CC3CCCCC3)cccc2c1 | 1 | -4 | 4 | 1 | 6 | -3 | 5 | 0 | 10 | 0.0
CCSC1=C(C#N)C(c2cccc(O)c2)CC(=O)N1 (stereo unspecified) | -1 | 1 | -2 | 1 | 4 | -2 | -7 | -6 | 2 | 1.8
N#Cc1c(N)nc2c(c1N)CC(COc1ccccc1)O2 (stereo unspecified) | 5 | 1 | -2 | 1 | 0 | -5 | -8 | 2 | -2 | 0.7
COC(=O)CSc1nnc(CNC(=O)c2ccccc2F)n1-c1ccc(F)cc1 | -3 | 3 | -8 | -1 | 1 | 3 | -6 | 4 | -4 | 0.2
O=C(COC(=O)/C=C/c1cccc(Cl)c1)NCCC1=CCCCC1 | -2 | -4 | 1 | -2 | -3 | 0 | 4 | 2 | -1 | 0.1
O=[N+]([O-])c1ccc(Cc2cncc(O)c2)cc1 | 3 | 0 | -1 | 1 | 5 | -3 | 0 | -4 | 0 | -1.3
Cc1ccnc2c(N3C(=O)C4C5C=CC(C5)C4C3=O)cccc12 (stereo unspecified) | 0 | 2 | 7 | 1 | 4 | -7 | -2 | 2 | -2 | -1.1
COC(=O)c1cc(CSC(=N)N)ccc1OCCC(C)C | -1 | -1 | -5 | -2 | 2 | 2 | 0 | 5 | 4 | -2.9
C(=N\n1cnnc1)/c1ccc(-c2ccccc2)cc1 | 0 | -1 | -2 | 0 | 14 | 5 | -2 | 0 | -1 | 0.7
CCCNC(=O)C(Cc1ccc(C(F)(F)P(=O)(OCC)OCC)cc1)NC(=O)c1ccc(C#N)cc1 (stereo unspecified) | 2 | -1 | -1 | 2 | -4 | -5 | -6 | 4 | -9 | -1.4

Looked up above.
Entry for `CCSC1=C(C#N)C(c2cccc(O)c2)CC(=O)N1` (stereo unspecified) under ABHD4 inh: 4
Entry for `O=C(Nc1cccnc1)c1cccc(S(=O)(=O)N2CCCCC2)c1` under MBD2 DNA inh: -3
Entry for `C(=N\n1cnnc1)/c1ccc(-c2ccccc2)cc1` under PG9 binder: 0.7

Shown with values under each structure: entries from further up
Sequence of screens: PRMT1 inh, HTRA1 inhibitor, MBD2 DNA inh, UHRF1 MBD2 ctr, ABHD4 inh, NR1D1 modulator, TCR CD3 inh, LEDGF integ inh, rCAG RNA binder, PG9 binder
c1ccc(-c2ccc3ncccc3n2)cc1
    3, ., -4, 0, 6, 3, 1, -1, 2, 1.7
CCc1cc2c(=O)n(CC(=O)NCCc3ccc(OC)c(OC)c3)cnc2s1
    1, 0, -3, -1, -3, -1, 9, -1, 0, -3.2
O=S(=O)(NCCN1CCN(S(=O)(=O)c2ccccc2F)CC1)c1ccccc1F
    -2, -2, -4, -1, 6, -3, -7, -1, 1, -0.8
Cc1cccc(NC(=O)NC(=S)NC(=O)c2ccccc2)c1
    2, -25, 1, 3, -19, -1, -9, 0, 22, 0.9
Cc1ccsc1C(=O)N1CCC1(C)C(=O)Nc1cccc(C#N)c1 (stereo unspecified)
    -2, ., 4, 2, -2, -4, 6, -1, 1, -2.7

Bioassay records as filed in PubChem BioAssay.
